TbMetRS inhib: Trypanosoma brucei MetRS inhibition; inhibition, % at 11.9 µM; purified T. brucei MetRS, ATP depletion, Kinase-Glo luminescence; 360,000 tested, 0.4% active;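 active = inhibition above a per-plate cutoff of the control wells' mean inhibition plus 3 SD, cut at about 5.5% in these data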;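 note: 0% = DMSO wells median and 100% = median of wells with control inhibitor compound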
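technique = Kinase-Glo luminescence, ATP depletion format | system = purified MetRS (methionyl-tRNA synthetase) enzyme from Trypanosoma brucei | timing = 15 min preincubation, 2 h reaction, all 25 °C | evaluation = percent inhibition versus plate control medians | dosing = single dose, 11.9 µM final nominal, 0.9% final DMSO | also added = substrates ATP, L-methionine and bulk Escherichia coli tRNA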
CSN deneddyl inh: CSN deneddylation inhibition; Purified CSN, SCF-Nedd8-OG deneddylation, fluorescence polarization; inhibition, % at 12.5 µM; 360,000 tested, 0.38% active; AID 651999;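 active = pattern-corrected inhibition above about 35%, with an unprinted fluorescence ratio check between 0.5 and 1.5, limit read from the data, passing the limit was not always enough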;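 note: 0% = enzyme with substrate and 100% = substrate without enzyme; some results filed as inactive read as strong as hits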
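Test system: purified human Csn5 enzyme expressed in HEK293T cells. Amount: 0.24 nM enzyme. Reagent: SCFSkp2-Nedd8OG substrate at 10 nM final. Schedule: 90 min incubation of compound, enzyme and substrate at room temperature. Detection: fluorescence polarization. Read-out: % inhibition of substrate cleavage by Csn5.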
Rpn11 inh: blocks the human proteasome subunit Rpn11; O00487; human 26S proteasome, Ub4-pepOG fluorescence polarization; 20S core pre-blocked with epoxomicin; calls only at 20 µM; 360,000 tested, 0.59% active;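 active = inhibition at 20 µM, scaled to each plate's controls, above about 33%, limit read from the data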
Target sequence (O00487 whole entry, looked up): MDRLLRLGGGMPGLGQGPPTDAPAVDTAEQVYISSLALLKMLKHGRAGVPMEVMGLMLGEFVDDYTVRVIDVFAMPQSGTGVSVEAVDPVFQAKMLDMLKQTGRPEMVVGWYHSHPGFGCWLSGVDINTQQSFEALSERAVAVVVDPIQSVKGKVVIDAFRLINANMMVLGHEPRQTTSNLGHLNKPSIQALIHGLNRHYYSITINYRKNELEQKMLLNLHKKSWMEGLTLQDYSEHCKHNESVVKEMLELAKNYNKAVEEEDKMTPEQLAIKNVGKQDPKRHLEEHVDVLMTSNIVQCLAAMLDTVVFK
STEP inh: STEP (human) phosphatase inhibition. recombinant STEP, OMFP fluorogenic substrate, fluorescence. inhibition, % at 20 µM. 360,000 tested, 0.25% active;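 active = inhibition at 20 µM, scaled per plate between control wells, above about 37%, limit read from the data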;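 note: 0% = DMSO with enzyme and substrate and 100% = substrate only without enzyme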
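System: STEP (striatal-enriched tyrosine phosphatase) enzyme, cell-free; medium: Bis-Tris pH 6.0 buffer with DTT, detergent; dosing: 20 µM, 1% DMSO; times: reaction 20 min, ambient temperature; detection: fluorescence, 480/540 nm; read-out basis: normalized % inhibition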
NadD block: blocks S. aureus nicotinate mononucleotide adenylyltransferase. purified NadD enzyme, colorimetric absorbance read-out. inhibition, % at 20 µM. 360,000 tested, 0.78% active. AID 602399; in the data active = inhibition above about 26%; note: some compounds past the cut are filed as inactive
DNMT1 block: DNMT1 (human) enzyme inhibition; P26358; DNMT1 molecular beacon, Hinp1I cleavage, fluorescence; inhibition (reported as % activation of signal), % at 10 µM; 360,000 tested, 0.83% active; AID 588458; in the data active = inhibition above about 50%
Scp1 inh: inhibitors of human Scp-1 phosphatase; Q9GZU7; Recombinant Scp1, phosphopeptide, malachite green phosphate absorbance; inhibition, % at 20 µM; 340,000 tested, 0.88% active; AID 493091;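 active = inhibition above about 50% at 20 µM, limit read from the data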;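 note: plate controls were DMSO wells with enzyme for no effect and wells lacking enzyme for full effect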
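Test system: SCP-1 catalytic domain; Buffer or medium: Acidic Tris acetate buffer with magnesium and detergent; Also added: Phosphorylated 17-residue peptide substrate; Compound: single 20 µM dose, 1% DMSO; Schedule: enzyme reaction 45 min at room temperature, colour 5 min, stabilisation 30 min; Signal: Phosphate-binding colour reagent, absorbance read at 630 nm.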
SUMO1-SIM PPI: modulators of human SUMO1-mediated protein-protein interactions; P63165; SUMO1 binding to a labelled peptide, TR-FRET, 1 h; inhibition, % at 20 µM; 360,000 tested, 0.33% active; in the data active = inhibition above about 37%
MLLE-PAM2 inh: blocks PAM2 peptide binding to the PABP1 MLLE domain | P11940 | GST-MLLE / FITC-PAM2 fluorescence polarization | inhibition, % at 20 µM | 360,000 tested, 0.36% active; in the data active = inhibition above about 35%, passing the limit was not always enough;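 note: plate controls were DMSO wells with GST-MLLE for no effect and wells lacking GST-MLLE protein for full effect; some results filed as inactive read as strong as hits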
Target sequence (P11940 whole entry, looked up, the tested form may be a part): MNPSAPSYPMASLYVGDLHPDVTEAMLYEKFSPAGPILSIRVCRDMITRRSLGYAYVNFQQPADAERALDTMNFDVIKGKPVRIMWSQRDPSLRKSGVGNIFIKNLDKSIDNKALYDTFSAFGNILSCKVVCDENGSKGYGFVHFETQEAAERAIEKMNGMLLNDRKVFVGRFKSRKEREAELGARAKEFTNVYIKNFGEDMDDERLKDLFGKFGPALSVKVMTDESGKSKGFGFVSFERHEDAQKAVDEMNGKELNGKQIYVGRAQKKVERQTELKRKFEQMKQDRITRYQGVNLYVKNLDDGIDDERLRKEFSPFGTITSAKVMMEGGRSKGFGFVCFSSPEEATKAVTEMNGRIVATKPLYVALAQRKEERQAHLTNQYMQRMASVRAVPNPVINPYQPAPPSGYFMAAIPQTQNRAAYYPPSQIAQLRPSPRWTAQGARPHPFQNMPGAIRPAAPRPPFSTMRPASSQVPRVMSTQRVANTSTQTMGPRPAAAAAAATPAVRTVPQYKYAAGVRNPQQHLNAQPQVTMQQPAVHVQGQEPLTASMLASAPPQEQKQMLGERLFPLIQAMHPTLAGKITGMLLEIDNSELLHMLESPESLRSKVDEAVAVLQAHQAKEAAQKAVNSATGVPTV
LMPTP block: blocks human LMPTP phosphatase; P24666; 360,000 tested, 0.22% active; recombinant LMPTP-A, OMFP fluorogenic substrate, fluorescence intensity; AID 651560; inhibition, % at 20 µM;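 active = compounds that cut the enzyme signal by at least half of the control window in the single-dose screen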;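 note: plate controls were DMSO wells with enzyme plus substrate for no effect and substrate without enzyme for full effect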
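Test system – LMPTP-A phosphatase enzyme · Quantity – 0.625 nM LMPTP-A final · Reagent – OMFP substrate, 400 µM final · Dosing – one test concentration per compound, 20 µM, with 3% DMSO overall · Timing – 50 min enzyme reaction at room temperature, protected from light · Detection – fluorescence intensity · Controls – substrate-only low control, DMSO enzyme-plus-substrate high control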
Numbers without * were called inactive; i = inactive; . = not tested or not shown; + = active, no number.

[1] COC(=O)c1cc(OC)c(OC)cc1NC(=S)N1CCCCC1
[2] Cc1nonc1C(=O)N/N=C/c1ccc([N+](=O)[O-])o1
[3] CCC1CCCCN1C(=O)COc1cc(=O)n(C)c2ccccc12 (stereo not drawn)
[4] COc1ccc(NC(=O)C2CCN(S(=O)(=O)c3ccc(N4CCCC4=O)cc3)CC2)c(OC)c1
[5] CCC(C(=O)NCc1ccncc1)c1ccccc1 (stereo not drawn)
[6] COC(=O)CSc1nnc(SCc2ccc(Cl)cc2)s1
[7] CC(O)(c1ccc(F)c(F)c1)c1nc(-c2ccc(F)c(Cl)c2)cs1 (stereo not drawn)
[8] Cc1cccc(CCNC(=O)C2CCC(=O)N2Cc2ccc(F)cc2)c1 (stereo not drawn)
[9] C#CCNC(=O)C[C@@H]1C[C@@]2(C(=O)OC)CCCCC=C2N(CCCCCCCC)C1=O
[10] O=C(COC(=O)c1cccnc1Cl)NCC1CCCO1 (stereo not drawn)
entry no.	1	2	3	4	5	6	7	8	9	10
STEP inh	2.1	1.2	-0.3	-1.3	-1.6	1.6	-2.9	-2.5	.	0.2
MLLE-PAM2 inh	-7.6	-0.4	0.9	3.1	13.6	-10.5	-15.1	9.4	.	-1.7
LMPTP block	0.2	-0.4	-1.0	0.4	0.7	0.1	4.1	-1.0	1.5	-1.4
Scp1 inh	-6.5	-6.1	-8.0	-1.4	-0.9	-20.1	.	-1.1	.	-2.9
TbMetRS inhib	0.1	-0.4	0.0	-0.6	1.0	-0.2	0.0	-0.2	-0.4	-0.4
Rpn11 inh	i	i	i	i	i	i	i	i	.	i
DNMT1 block	1.0	-2.2	1.7	-2.3	-0.2	-4.6	-3.2	-2.2	.	1.2
SUMO1-SIM PPI	0.7	-17.0	3.5	3.0	0.5	-1.7	1.1	-2.0	2.8	1.0
NadD block	-2.4	-3.4	-3.5	1.9	-0.2	-8.8	-8.3	-1.7	-3.7	-3.1
CSN deneddyl inh	0.9	4.3	0.4	-0.9	-14.6	4.6	4.4	-1.4	-7.6	0.9

[11] CCN1CCN(C(=O)CCc2nc3ccccc3c(=O)[nH]2)CC1
[12] O=S(=O)(Nc1cccc(-c2cn3cccnc3n2)c1)c1ccc(-c2ccccc2)cc1
[13] O=C(O)c1cnn2c1NC(c1ccc(F)cc1)CC2C(F)(F)F (stereo not drawn)
[14] COc1cccc(CN2CC(C(=O)NC3(c4ccccc4)CC3)CCC2=O)c1 (stereo not drawn)
[15] O=C(NCCN1CCOCC1)c1cc(-c2cccs2)nc2ccccc12
[16] COc1ccc([C@H]2CC(=O)C=C(C#CC(C)(C)C)C2)cc1
[17] C/C(=N\NC(=O)c1ccc(N/N=C(\C)c2ccc(O)cc2)cc1)c1ccc(O)cc1
[18] COc1ccc(-c2ccc3c(c2)S(=O)(=O)c2cccc(C(=O)N4CCN(c5ccc(Cl)cn5)CC4)c2C3=O)cc1OC
[19] O=C(Nc1ccc([N+](=O)[O-])cc1)c1cc(-c2ccccn2)nc2c(Cl)cccc12
[20] CCN(CC(=O)Nc1ccc(NC(C)=O)cc1)C(=O)c1cc(S(=O)(=O)N2CCCCCC2)ccc1OC
entry no.	11	12	13	14	15	16	17	18	19	20
STEP inh	0.6	-1.1	-4.0	-1.0	0.0	0.3	-0.8	1.3	7.4	-1.2
MLLE-PAM2 inh	12.5	4.3	3.6	0.9	5.1	-2.6	-6.1	-4.7	-5.7	-21.3
LMPTP block	-2.9	4.6	-1.5	-0.1	-0.2	2.3	1.0	0.5	27.9	1.6
Scp1 inh	39.4	9.2	10.7	2.4	-3.6	-11.3	-16.3	4.9	-11.7	-0.7
TbMetRS inhib	-2.4	-0.7	-0.3	0.1	-0.3	-0.3	-0.1	-0.2	-0.4	-0.4
Rpn11 inh	i	i	i	i	i	i	i	i	i	i
DNMT1 block	2.1	-10.5	-2.1	1.2	4.3	2.3	-17.6	-10.0	7.6	-3.0
SUMO1-SIM PPI	-1.2	1.5	2.7	3.7	-18.3	-17.5	12.1	-10.8	6.3	-0.7
NadD block	-7.0	40.1*	-3.0	-0.5	-6.1	-4.9	17.7	28.2	12.9	2.4
CSN deneddyl inh	-5.8	0.0	-1.5	1.2	0.1	-3.9	-2.1	0.2	53.8	-1.9

[21] CN(C)/C=C(/C(=O)c1ccc(F)cc1)S(=O)(=O)c1ccc(F)cc1
[22] Cc1[nH]c2ccccc2c1C(=O)CN1CCC2(CC1)OCCO2
[23] COc1ccccc1C(CNC(=O)CNC(=O)c1cccc(Cl)c1)N1CCCC1 (stereo not drawn)
[24] O=C(NN1CCCCCC1)c1ccccc1F
[25] CCCCNC(=S)N(C)/N=C/c1ccc(OCc2ccc(C(=O)OC)cc2)c(OC)c1
[26] CC(C)Oc1ccccc1OCCN(C)C
[27] Cc1cc(NC(=O)Nc2ccc(Cl)cc2)n(C(C)(C)C)n1
[28] CCn1c(COc2ccc(C)cc2)nnc1SCC(=O)Nc1cc(OC)ccc1OC
[29] O=C(/C=C\Nc1ccccn1)c1ccccc1
[30] COc1ccc(C(=O)Nn2cnnc2)c(OC)c1
entry no.	21	22	23	24	25	26	27	28	29	30
STEP inh	1.6	-1.9	-1.6	-0.5	4.3	-0.8	-0.8	-0.1	-0.6	5.5
MLLE-PAM2 inh	1.2	-13.9	-0.4	2.2	-8.7	-18.7	0.7	-5.1	-6.1	1.6
LMPTP block	-0.1	-1.3	-8.9	-0.9	2.4	-2.0	-2.0	1.3	-0.3	-1.0
Scp1 inh	1.2	-4.9	-15.2	-2.0	-4.4	-9.6	-0.9	0.4	-11.9	-7.0
TbMetRS inhib	0.0	0.2	0.0	-0.3	-0.5	-0.3	-1.4	-0.1	-1.1	-0.3
Rpn11 inh	i	i	i	i	i	i	i	i	i	i
DNMT1 block	1.2	-2.5	-2.8	0.5	-2.1	0.1	-0.2	-1.9	0.1	3.4
SUMO1-SIM PPI	1.0	-2.8	-30.8	-2.9	4.3	-3.8	-2.2	1.3	-16.9	0.5
NadD block	8.7	-4.8	-6.6	-1.2	-4.3	-1.1	-0.2	-2.4	1.6	2.1
CSN deneddyl inh	-7.0	0.6	-4.1	-0.8	6.0	-9.2	-4.5	2.0	0.0	-2.7

Full records as entered above. Order of values: STEP inh | MLLE-PAM2 inh | LMPTP block | Scp1 inh | TbMetRS inhib | Rpn11 inh | DNMT1 block | SUMO1-SIM PPI | NadD block | CSN deneddyl inh
Profile of O=C(O)c1cnn2c1NC(c1ccc(F)cc1)CC2C(F)(F)F (stereo not drawn) → -4.0 | 3.6 | -1.5 | 10.7 | -0.3 | i | -2.1 | 2.7 | -3.0 | -1.5
Profile of CCC(C(=O)NCc1ccncc1)c1ccccc1 (stereo not drawn) → -1.6 | 13.6 | 0.7 | -0.9 | 1.0 | i | -0.2 | 0.5 | -0.2 | -14.6
Profile of CCCCNC(=S)N(C)/N=C/c1ccc(OCc2ccc(C(=O)OC)cc2)c(OC)c1 → 4.3 | -8.7 | 2.4 | -4.4 | -0.5 | i | -2.1 | 4.3 | -4.3 | 6.0
Profile of COC(=O)CSc1nnc(SCc2ccc(Cl)cc2)s1 → 1.6 | -10.5 | 0.1 | -20.1 | -0.2 | i | -4.6 | -1.7 | -8.8 | 4.6
Profile of O=C(NCCN1CCOCC1)c1cc(-c2cccs2)nc2ccccc12 → 0.0 | 5.1 | -0.2 | -3.6 | -0.3 | i | 4.3 | -18.3 | -6.1 | 0.1

More records:
[31] Cn1nccc1C(=O)Nn1cnnc1
[32] Cc1ccccc1C(=O)NC1CC2CCCC(C1)N2Cc1ccc(Cl)cc1 (stereo not drawn)
[33] COc1ccc(C2=NOC(C(=O)NC(C)(C)C)C2)cc1 (stereo not drawn)
[34] O=C(CNC(=O)c1ccc(Br)o1)NCC1CCCCC1
[35] COc1ccc(CN2CCN(CC(O)Cn3c4ccccc4c4ccccc43)CC2)cc1 (stereo not drawn)
[36] CCn1c(SCC(=O)Nc2ccc(OCc3ccccc3)cc2)nnc1-c1ccco1
[37] Nc1nc(-c2ccccc2)c(-c2ccccc2)n1N
[38] Cc1cc(NC(=O)CSc2ccc3nnc(-c4ccccc4)n3n2)no1
entry no.	31	32	33	34	35	36	37	38
STEP inh	-2.9	-2.0	-1.6	-2.3	-1.5	2.7	-2.5	2.1
MLLE-PAM2 inh	-2.6	7.1	-9.9	2.8	6.9	5.2	3.5	17.1
LMPTP block	0.9	1.0	-0.4	-0.9	0.1	1.8	-2.4	0.4
Scp1 inh	-6.4	-4.7	-0.3	-4.3	1.2	-1.7	-15.9	-2.8
TbMetRS inhib	-0.8	-0.4	-0.8	-0.1	0.1	-0.2	-0.2	-0.7
Rpn11 inh	i	i	i	i	i	i	+	i
DNMT1 block	1.0	0.2	-0.5	0.0	-10.2	-13.7	-0.5	3.1
SUMO1-SIM PPI	0.2	5.0	-0.1	6.1	-1.0	2.4	-8.8	-4.5
NadD block	-0.4	-9.7	-0.9	-4.1	1.4	11.0	2.4	1.4
CSN deneddyl inh	-1.8	3.8	-1.4	-3.0	5.2	3.5	6.7	0.9
